Screens (PubChem)
KB-3-1 cytotox: qHTS assay for MDR1-selective chemotherapeutics: Primary screen using the parental adenocarcinoma cell KB-3-1 | KB-3-1 viability, CellTiter-Glo ATP luminescence, 72 h | Potency, µM (highest dose often 46.1 µM), for inactives: top-dose activity change, negative = cytotoxic, usual class: cytotoxic | hit rate 1.4% among 400,000 | AID 1347075, 2019; also: potency is read from the fitted curve at half-maximal effect; % is scaled to controls: 0 for no effect and ±100 for the full control effect; nearly all actives have a fitted effect of over 60% in size
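KB-3-1 parental drug-naive adenocarcinoma cells in DMEM/10% FBS, incubated 72 h at 37 C with pin-transferred compounds across a concentration series. Viability by CellTiter-Glo luminescence; concentration-response curves fitted after normalization.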
ATXN2 expr inh: Primary qHTS for Inhibitors of ATXN expression; AID 1745845, 2022; Potency, µM (titrated, usually from 57 µM), inactives show at the highest dose activity change, negative = inhibition, most hits filed as inhibitors; HEK-293 ATXN2-luciferase reporter, luminescence, 24 h; hit rate 0.72% among 360,000; also: potency is read from the fitted curve at half-maximal effect; % is scaled to controls: 0 for no effect and ±100 for the full control effect; nearly all actives have a fitted effect of over 55% in size
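qHTS (up to 57 uM final) was run with 24 h compound exposure of reporter cells at 37 °C. Each well was multiplexed: SteadyGlo luminescence measured ATXN2-luciferase expression after a fluorogenic Gly-Phe-AFC viability readout (25 uM final).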
HT1080 IDH1KD tx: qHTS for induction of synthetic lethality in tumor cells producing 2HG: qHTS for the HT-1080-IDH1KD cell line. HT-1080 IDH1 knockdown viability, ATP luminescence, 48 h. Potency, µM (series often up to 46.1 µM), without a hit: at the highest dose activity, negative = toxicity, hits mostly cytotoxic. hit rate 2% among 360,000;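 also: potency is read from the fitted curve at half-maximal effect; 0% = DMSO wells and -100% = cell-free medium wells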
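HT-1080-IDH1KD cells (IDH1 knocked down), 750/well in RPMI with 5% FBS, treated with compound 48 h at 37 degrees C. Viability by CellTiter-Glo luminescence, normalised to DMSO and no-cell wells; concentration-response curves classed.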
IL1B secr inh: qHTS for Inhibitors of Inflammasome Signaling: IL-1-beta AlphaLISA Primary Screen | AID 743279, 2014 | THP-1 LPS/ATP IL-1B secretion, AlphaLISA, 16 h; stronger effect = lower value | activity change, % at 57.5 µM | hit rate 4.7% among 360,000; in the data active = activity change below about -50%; inconclusive = mostly about -30% to -49%; also: % is scaled to controls: 0 for no effect and ±100 for the full control effect
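Secreted IL-1B measured by AlphaLISA bead assay after 16 h compound exposure of THP-1 cells; compounds (final up to 57.5 uM) added 1 h before LPS (250 ng/mL) and ATP (1.25 mM) stimulation; lower signal means less secretion.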
HepG2 viability: qHTS for Inhibitors of TGF-b: Cytotox Counterscreen. HepG2 CAGA-GFP viability, ATP luminescence, 18 h. Potency, µM (titrated, usually from 46.1 µM), for the others: top-dose activity change, negative = cytotoxicity, hits mostly cytotoxic. hit rate 0.76% among 410,000. AID 588856, 2011; also: potency is read from the fitted curve at half-maximal effect; some results filed as inactive show a strong effect at the top dose
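HepG2 CAGA-GFP cells (1000/well, DMEM with 1% FBS) received compound, then TGF-beta at 500 pg/mL final, and were incubated 18 hours at 37 degrees C. Viability was read by CellTiter-Glo luminescence. Media-only wells were set as complete cell-killing and DMSO as no toxicity.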
MCF10A rerep: A quantitative high throughput screen for small molecules that induce DNA re-replication in MCF 10a normal breast cells | MCF 10A DNA re-replication, Hoechst nuclear intensity, 48 h | Potency, µM (top dose mostly 46.1 µM), for inactives: top-dose activity, positive = re-replication, usual class: activators | hit rate 2.9% among 350,000; also: potency is read from the fitted curve at half-maximal effect; % of control where 0% means no effect; nearly all actives have a fitted effect of over 50% in size
SW480 rereplic: A quantitative high throughput screen for small molecules that induce DNA re-replication in SW480 colon adenocarcinoma cells; SW480 DNA re-replication, Hoechst DNA content imaging, 48 h; Potency, µM (top dose mostly 46.1 µM), without a hit: at the highest dose re-replication activation, most hits filed as activators; hit rate 1.8% among 340,000; also: potency is read from the fitted curve at half-maximal effect; % of control where 0% means no effect; nearly all actives have a fitted effect of over 55% in size
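Per well, 250 cells were exposed to pinned compound for 48 hr. Nuclear DNA was visualised with Hoechst (40 min, 37 C) and total object intensity recorded by fluorescence scanning.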
S2 tox: Viability Counterscreen for Primary qHTS for Inhibitors of ATXN expression. S2 cells (HEK-293 line with an ATXN2-luciferase reporter) viability, CellTiter-Fluor protease fluorescence, 24 h. Potency, µM (highest dose often 56.7 µM), usual class: cytotoxic. AID 651635, 2014. hit rate 0.49% among 400,000; also: potency is read from the fitted curve at half-maximal effect; nearly all actives have a fitted effect of over 40% in size
HT1080-NT tox: qHTS for induction of synthetic lethality in tumor cells producing 2HG: qHTS for the HT-1080-NT fibrosarcoma cell line | HT-1080-NT fibrosarcoma viability, CellTiter-Glo ATP luminescence, 48 h | Potency, µM (series often up to 46.1 µM), without a hit: at the top dose activity, negative = less viability, most hits filed as cytotoxic | hit rate 1.6% among 360,000 | AID 686970, 2013;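 also: NT is the 2HG producing partner of a matched IDH1 knockdown line; potency is read from the fitted curve at half-maximal effect; 0% = DMSO-treated cells and -100% = media-only wells without cells; nearly all actives have a fitted effect of over 55% in size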
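Fibrosarcoma NT cells, 750 per well in 5% FBS RPMI, were exposed to compound for 48 hours. Viability: CellTiter-Glo luminescence.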
Active calls of the source: *; i = inactive; u = inconclusive; x = no result given; [ ] = dose if it differs, or a comment. Unless noted, calls follow the shape of the dose curve; as a rule, active = well fitted curve in the direction sought with a large enough effect; inconclusive = small, poorly fitted or top-dose-only effect, or another doubt; inactive = no such curve, though single readings can be large; an effect the other way counts as inactive or inconclusive.

SMILES | KB-3-1 cytotox | ATXN2 expr inh | HT1080 IDH1KD tx | IL1B secr inh | HepG2 viability | MCF10A rerep | SW480 rereplic | S2 tox | HT1080-NT tox
CC(C)C(NC(=O)C(C)N1C(=O)c2ccccc2C1=O)c1ccccc1 (stereo unspecified) | 11% | -16% | 10% | 36 | -10% | 2% | 5% | i | 15%
Cc1ccc(S(=O)(=O)CCC(=O)Nc2cccc(Cl)c2)cc1 | 12% | 5% | -3% | 32 | -39% | 1% | -4% | i | 0%
O=C(Cn1cc(C(F)(F)F)ccc1=O)N/N=C/c1ccccc1 | -3% | -13% | 0% | -15 | 2% | -2% | 1% | i | 6%
CCCCn1nc(C(=O)Nc2ccc3c(c2)OCCO3)c2ccccc2c1=O | 3% | -13% | -20% | x | -1% | u | -30% | i | 23%[9.24 µM]
CN(C)C(=O)CCc1ccc2c3c([nH]c2c1)[C@]1(CCC2CCCC2)[C@@H](C(=O)N2CCOCC2)C[C@H](CC(=O)NCCc2ccccn2)C(=O)N1CC3 | 5% | 7% | 3% | -5 | 10% | 2% | -6%[9.22 µM] | i | 3%
Cc1ccc(-c2cnc(C(O)c3ccc(Cl)c(Cl)c3)[nH]2)cc1 (stereo unspecified) | 0% | -14% | u | -4 | -100% | x | x | u | u
Cc1ccc(Cl)cc1NC(=O)CCC(=O)O | 6% | 12% | u | 41 | -17% | -2% | -7% | i | 19%
COc1ccc(NC(=O)C(=O)c2cn(CC(=O)N3CCCC3)c3ccccc23)cc1OC | x | -12% | -23% | -27 | -31% | 18% | u | i | -2%
CCC1N=C(SC)NC(C)=C1C(=O)c1ccccc1 (stereo unspecified) | -25% | x | -4% | -3 | 6% | 0% | 3% | i | -2%
CCCC(=O)N(Cc1cc(=O)[nH]c2ccccc12)c1ccccc1 | -14% | 7% | -3% | -4 | -2% | -22% | 15% | i | -10%
Cc1cccc(NC(=O)c2ccc3c(c2)C(=O)N(c2ccccn2)C3=O)c1C | u | -8% | 10% | 19 | 4% | 0% | 15% | i | 1%
CCOC(=O)c1c(NC(=O)CSc2ncccn2)sc2c1CC(C)(C)NC2(C)C | 14% | -30% | -16% | -57* | -11% | 7% | -4% | i | -16%
CCOc1ccc(NC(=O)CC2C(=O)N(c3ccc(OC)cc3)C(=O)N2CCC2=CCCCC2)cc1 (stereo unspecified) | 1% | 1% | x | x | -46% | x | x | u | x
CCc1cccc2c1Sc1ccccc1CC2N1CCNCC1 (stereo unspecified) | u | x | u | -93* | -134% | u | 86% | x | -18%
CC(=O)Nc1ccc(-c2ccnc3c2CC(C)(C(=O)NCc2ccc(N(C)C)cc2)O3)cc1 (stereo unspecified) | u | 0% | -47% | u | 9% | x | x | i | u
CN(C)CCCN1C(=O)c2cccc3c([N+](=O)[O-])ccc(c23)C1=O | 23µM* | u | 5.8µM* | -51* | -94% | 5.8µM* | 5.8µM* | x | u
CCOC(=O)C1Nc2c(cc(C(F)(F)F)cc2[N+](=O)[O-])C2c3ccccc3CC12 (stereo unspecified) | -27% | -5% | -6% | 12 | -37% | 0% | -3% | i | 15%
CCN(CC)CCNC(=O)COc1ccc(Cl)cc1Cl | -3% | -5% | 5% | -10 | -7% | 1% | -6% | i | 6%
CCCCn1c(N)c(N(CC(C)C)C(=O)c2ccc(Br)o2)c(=O)[nH]c1=O | 3% | -11% | -2% | -3 | -21% | -5% | -3% | i | 0%
Cc1cccc(N2N=C(C(=O)O)CCC2=O)c1 | 12% | -2% | -6% | 21 | 2% | 3% | -17% | i | -1%
O=C(NC(=S)NC1CCSC1=O)c1ccccc1Cl (stereo unspecified) | 8% | 0% | 10% | -7 | -1% | -5% | -4%[9.22 µM] | u | 3%
CN1CCn2cnc(C(=O)Nc3ccc(CNC(=O)OC(C)(C)C)cc3)c2C1=O | 0% | -4% | -2% | -10 | 0% | x | x | i | -4%
CCC[C@H]1CC(=O)C=C(c2ccc(OC)cc2)ON1C(=O)OC(C)(C)C | 1% | u | -3% | u | -25% | u | u | u | -13%
CC(C)C[C@H]1CN(CCCC[C@H]2CNC(=O)C(=O)N2CC2CCCCC2)C(=O)C(=O)N1CCc1ccc(O)cc1 | 15% | 19% | 8% | -1 | x | x | x | u | 19%
CN1C(=S)SC(C)(C)C1/[N+]([O-])=C/c1cccnc1 (stereo unspecified) | -3% | 5% | 3% | 28 | -20% | 2% | -4% | i | 5%
COC(=O)C(C(=O)Nc1nc2ccccc2s1)C1CCCC1 (stereo unspecified) | 0% | x | 8% | 23 | -11% | -9% | u | i | 4%
Cc1nnc(SCC(=O)NC(=O)NCCC(C)C)s1 | -2% | -4% | 11% | -9 | -9% | 8% | 2% | i | 18%
CN1CCCCCC1C(=O)N1CCC(N2CCC(C(=O)N3CCOCC3)CC2)CC1 (stereo unspecified) | -1% | 4% | 24% | -6 | -4% | -2% | -2% | i | 23%
CC(C)c1ccc(C2C(C(=O)c3ccco3)=C(O)C(=O)N2CC2CCCO2)cc1 (stereo unspecified) | 0% | -13% | -12% | 2 | -14% | 0% | -2% | i | -19%
CC1CC(C)CN(S(=O)(=O)N2CCCC(C(=O)NC(C)c3ccccc3)C2)C1 (stereo unspecified) | -19% | x | 0% | 32 | 4% | 4% | 59% | i | -2%
CCOc1ccccc1N(CC(=O)NC1CCCC1)C(=O)CCCC(=O)Nc1ccccn1 | 3% | -5% | 8% | 0 | 2% | 1% | -2% | i | -4%
Cc1cccc(C)c1NC(=O)C1(C)CN(S(C)(=O)=O)CC(=O)N1Cc1ccco1 (stereo unspecified) | 11% | x | 23% | 1 | x | x | x | x | 4%
CCOC(=O)Cn1nc(N2CCN(c3ccc(F)cc3)CC2)ccc1=O | 10% | -14% | x | x | -43% | x | x | u | x
Cc1nc2c(ncn2-c2ccccc2)c(=O)n1NC(=O)CN1CCN(C)CC1 | -1% | 10% | 0% | -1 | 11% | 1% | -11% | i | -6%
CCOc1ccc(/C(CCC(=O)O)=N/NC(=O)c2cccc(S(=O)(=O)Nc3ccccc3OC)c2)cc1 | -2% | 7% | -8% | 11 | 5% | 0% | 2% | i | -16%
O=C(Nc1ccc(NC(=O)c2ccco2)cc1)c1ccco1 | 4% | 26% | -6% | -13 | -16% | 1% | 1% | i | -3%
Cc1ccc(OC(=O)c2ccc(Br)o2)cc1 | 18% | 20% | 18% | 4 | 6% | 0% | -1% | i | 26%
Cc1nn(CC(=O)N(C)C)c(C)c1S(=O)(=O)N1CCOCC1 | -1% | 9% | 14% | -1 | 9% | 6% | -39%[inhibitor] | i | 2%[9.24 µM]
O=C(N/N=C/C=C/c1ccccc1[N+](=O)[O-])c1cc(-c2ccccc2)n[nH]1 | -18% | -21% | -19% | 0 | 6% | u | 0% | i | -23%
CC(=O)N1c2ccc(S(=O)(=O)NCCc3ccc(S(N)(=O)=O)cc3)cc2CC1C (stereo unspecified) | -12% | x | 1% | 3 | -2% | -3% | -9% | i | -8%

Profiles, quoted from the list:
Cc1nc2c(ncn2-c2ccccc2)c(=O)n1NC(=O)CN1CCN(C)CC1 reads KB-3-1 cytotox = -1%; ATXN2 expr inh = 10%; HT1080 IDH1KD tx = 0%; IL1B secr inh = -1; HepG2 viability = 11%; MCF10A rerep = 1%; SW480 rereplic = -11%; S2 tox = i; HT1080-NT tox = -6%
O=C(Nc1ccc(NC(=O)c2ccco2)cc1)c1ccco1 reads KB-3-1 cytotox = 4%; ATXN2 expr inh = 26%; HT1080 IDH1KD tx = -6%; IL1B secr inh = -13; HepG2 viability = -16%; MCF10A rerep = 1%; SW480 rereplic = 1%; S2 tox = i; HT1080-NT tox = -3%

The list goes on.
SMILES | KB-3-1 cytotox | ATXN2 expr inh | HT1080 IDH1KD tx | IL1B secr inh | HepG2 viability | MCF10A rerep | SW480 rereplic | S2 tox | HT1080-NT tox
Cc1cc(Nc2ccc(F)c(Cl)c2)n2nc(C)nc2n1 | 6% | -5% | -3% | -16 | 0% | -6% | -25% | i | -2%
COc1ccc(NC(=O)CN(C)CC(=O)N(CC(C)C)c2c(N)n(CC(C)C)c(=O)[nH]c2=O)cc1 | 0% | 10% | 18% | 17 | 5% | 5% | 16% | i | -1%[9.24 µM]
COC(=O)c1cccc(NC(=O)c2ccc[n+]([O-])c2)c1 | -14% | 8% | -2% | -10 | 0% | -6% | 0% | i | 10%
O=C(Cc1ccccc1)N1CCNCC1 | -4% | 6% | 0% | 4 | 1% | 2% | -15% | i | 5%
Cc1c(C(=O)N2CCN(c3ccccc3)CC2)oc2c(Cl)cccc12 | 4% | x | -16% | 4 | -1% | u | 11% | i | -11%
CCOc1ccc(/C=C2\SC(N3CCCCC3)=NC2=O)cc1 | -3% | -4% | 0% | 11 | -22% | 1% | -9% | i | -4%
NS(=O)(=O)c1ccc(NC(=O)COC(=O)c2ccco2)cc1 | -5% | -22% | 4% | 1 | 2% | -12% | 0% | i | 0%
Cc1c(Cl)cccc1NC(=O)NN1CCN(C)CC1 | -4% | 3% | -7% | 0 | 0% | u | 49% | i | -1%
CC(C)(C)c1ccc(C(=O)c2cn[nH]c2-c2ccccc2O)cc1 | 0% | 39%[activator] | -19% | -19 | -15% | u | u | i | -28%
COc1ccc(Cl)cc1NC(=O)Nc1cccc([N+](=O)[O-])c1C | -6% | 20µM* | -9% | -6 | -2% | 23% | 0%[9.22 µM] | u | -7%
COc1ccccc1CNC(=O)CCCN1C(=O)CSc2c1c(C)nn2-c1ccccc1 | -14% | -5% | x | x | -14% | x | x | i | x

No enrichment for hits; 8.9% or so of the library scored in one or more.
